TbREL1 primary – TbREL1 RNA ligase inhibitors, primary screen, biochemical, FRET fluorescence | TbREL1 RNA ligation | inhibition, % at 9.66 µM | actives 0.49% (n = 89,000) | AID 1117264, 2014;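 active means inhibition above the mean inhibition across all screened compounds plus 3 SD, cut at about 11% in these data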;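 further: 0% = plate median of test wells and 100% = NSC42067 control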
Target sequence (P86926 whole entry, looked up): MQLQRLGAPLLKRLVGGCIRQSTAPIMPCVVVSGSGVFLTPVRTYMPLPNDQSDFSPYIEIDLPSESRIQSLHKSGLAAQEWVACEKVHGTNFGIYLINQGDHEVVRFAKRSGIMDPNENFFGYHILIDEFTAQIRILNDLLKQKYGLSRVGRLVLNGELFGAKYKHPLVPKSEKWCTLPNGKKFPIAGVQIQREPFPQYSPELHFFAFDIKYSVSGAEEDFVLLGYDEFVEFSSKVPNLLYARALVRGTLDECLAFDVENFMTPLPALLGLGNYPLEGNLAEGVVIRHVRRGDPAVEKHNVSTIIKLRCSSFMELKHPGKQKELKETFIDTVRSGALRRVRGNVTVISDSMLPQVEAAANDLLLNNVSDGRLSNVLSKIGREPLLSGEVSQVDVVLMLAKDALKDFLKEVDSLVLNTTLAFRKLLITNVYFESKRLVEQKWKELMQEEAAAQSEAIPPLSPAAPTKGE
* = called active by the depositor. Some of the compounds tested; rates above refer to the full screens.

TbREL1 primary | Compound
1 | O=C(CN1C(=O)NC(CCc2ccccc2)C1=O)Nc1ccccc1C(F)(F)F (stereo not given)
-1 | O=C(Nc1c(C(=O)N2CCCC2)cnn1-c1ccccc1)c1cccc(F)c1
6 | CC1(C)CC(=O)C=C(c2ccc(COC(=O)Cc3ccccc3)cc2)C1=O
1 | CCCc1cc(=O)[nH]c(SCC(=O)Nc2ccc(C)cc2)n1
2 | CCOc1ccc(N(CC(=O)Nc2c(C)n(C)n(-c3ccccc3)c2=O)S(=O)(=O)c2ccc3c(c2)N(C(=O)C2CCC2)CC3)cc1
-2 | O=C(NCc1ccccn1)c1cn(Cc2ccccc2)nn1
-1 | C=C(C)c1ccc(C(C)(C)NC(=O)N2CCN(C)CC2)cc1
1 | CCC(C)NC(=O)c1cc2cc3ccc(OC)cc3nc2o1 (stereo not given)
-1 | Cc1ccc2cc3c(NC(=O)c4cccnc4)nn(C)c3nc2c1
0 | Cn1nc(-c2ccccc2)cc1NC(=O)Nc1ccccc1F
-1 | O=C(c1cccs1)N(CCO)Cc1cc2cc3c(cc2[nH]c1=O)OCCO3
0 | CC1CCCCN1C(=O)c1ccc(CNC(=O)c2cccc(Br)c2)cc1 (stereo not given)
-2 | CCc1ccc(NC(=O)N(Cc2cccnc2)Cc2ccco2)cc1
-2 | Cc1csc(SCC(=O)NC23CC4CC(CC(C4)C2)C3)n1
1 | CN(C(=O)c1ccc(C#N)cc1)c1nnc(-c2cnccn2)s1

TbREL1 primary | Compound
-1 | CC1CCN(c2nc3c(cc2C#N)COC(C)(C)C3)CC1
2 | CC(OC(=O)CCCC(=O)Nc1ccc(F)cc1)C(=O)c1ccccc1 (stereo not given)
0 | COc1ccccc1NC(=O)C1CCC(CNc2c(N3CCCCC3)c(=O)c2=O)CC1 (stereo not given)
-1 | CCCCn1c(N)c(N(CCC(C)C)C(=O)CSc2nnc(C)s2)c(=O)[nH]c1=O
-1 | COCCNC(=O)CN1CCCCCC1
-1 | CCOc1ccccc1C(=O)NCC(=O)OCC(=O)c1ccc2c(c1)OCCO2
-2 | COc1ccc(-n2c(COc3ccccc3)nnc2SCC(=O)Nc2ccc3c(c2)OCO3)cc1
4 | CC(C)Oc1ccc(S(=O)(=O)N2CCOCC2)cc1NC(=O)C1=NN(c2ccccc2)C(=O)CC1
0 | CCOC(=O)C1=C(C)N(CCCC(=O)O)C(=O)NC1c1ccc(Cl)cc1 (stereo not given)
0 | c1ccc(COc2ccc3nocc3c2)cc1
1 | COCCNC(=O)C(C)N1c2cccc3cccc(c23)S1(=O)=O (stereo not given)
-1 | Clc1ccccc1Oc1cnc2ccccc2n1
1 | CC(C)CCN(C(=S)NC(=O)C1CCCCC1)c1c(N)n(Cc2ccccc2)c(=O)[nH]c1=O
9 | COc1ccccc1C(=O)NCC(=O)Nc1ccc2c(c1)OCO2
0 | Cc1ccccc1CN1CCN(CC2CC2)CC1CCO (stereo not given)

Reprinted from above (4 entries):
TbREL1 primary | Compound
-1 | Clc1ccccc1Oc1cnc2ccccc2n1
1 | CC(C)CCN(C(=S)NC(=O)C1CCCCC1)c1c(N)n(Cc2ccccc2)c(=O)[nH]c1=O
9 | COc1ccccc1C(=O)NCC(=O)Nc1ccc2c(c1)OCO2
0 | Cc1ccccc1CN1CCN(CC2CC2)CC1CCO (stereo not given)

Individual results from the results shown.
c1ccc(COc2ccc3nocc3c2)cc1 | TbREL1 primary = 0
CCOC(=O)C1=C(C)N(CCCC(=O)O)C(=O)NC1c1ccc(Cl)cc1 (stereo not given) | TbREL1 primary = 0
CCCc1cc(=O)[nH]c(SCC(=O)Nc2ccc(C)cc2)n1 | TbREL1 primary = 1
CCCCn1c(N)c(N(CCC(C)C)C(=O)CSc2nnc(C)s2)c(=O)[nH]c1=O | TbREL1 primary = -1
CCC(C)NC(=O)c1cc2cc3ccc(OC)cc3nc2o1 (stereo not given) | TbREL1 primary = 1

The main list resumes, starting seven compounds before the break.
TbREL1 primary | Compound
0 | CCOC(=O)C1=C(C)N(CCCC(=O)O)C(=O)NC1c1ccc(Cl)cc1 (stereo not given)
0 | c1ccc(COc2ccc3nocc3c2)cc1
1 | COCCNC(=O)C(C)N1c2cccc3cccc(c23)S1(=O)=O (stereo not given)
-1 | Clc1ccccc1Oc1cnc2ccccc2n1
1 | CC(C)CCN(C(=S)NC(=O)C1CCCCC1)c1c(N)n(Cc2ccccc2)c(=O)[nH]c1=O
9 | COc1ccccc1C(=O)NCC(=O)Nc1ccc2c(c1)OCO2
0 | Cc1ccccc1CN1CCN(CC2CC2)CC1CCO (stereo not given)
0 | Cc1cccc(NC(=O)c2ccc3c(c2)C(=O)N(Cc2cccnc2)C3=O)c1C
2 | COc1ccc(NC(=O)C(=O)N/N=C(\C)CC(=O)Nc2cc(C)ccn2)c(OC)c1
-1 | CC(C)C(=O)Nc1cc2c(cc1C(=O)c1ccccc1)OCCO2
7 | Cc1cc(C)n(CC(=O)O)n1
2 | COC1Cc2ccccc2N(C(=O)N2CCN(CCO)CC2)c2ccccc21 (stereo not given)
-5 | O=C(CN1C(=O)C2C3C=CC(C3)C2C1=O)Nc1nc(SCc2ccc(Cl)cc2)n[nH]1 (stereo not given)
5 | COC(=O)CSc1nc2nc(C)c(Br)cc2[nH]1
-1 | O=C(c1ccccc1)N(c1ccccc1)c1ccccc1O
0 | CCn1cc(/C=N\NC(=O)c2ccccc2Cl)cn1
0 | O=C(CN(C(=O)c1ccc2c(c1)OCCO2)c1ccccc1)NCC1CCCO1 (stereo not given)
-6 | COCCn1c(C)cc(C(=O)CSc2nc(C)c(C)c(C)n2)c1C
4 | O=C(CC1C[C@H](C(=O)N2CCOCC2)[C@@]2(CCC3CCCC3)c3[nH]c4ccccc4c3CCN2C1=O)NCCC1=CCCCC1 (stereo not given in full)
-1 | CC(=O)CC1c2cc(F)ccc2C=C(c2ccsc2)N1c1ccc(-c2ccc(C(N)=O)cc2)cc1 (stereo not given)
1 | Cc1cc(C)n(-c2ccc(C(=O)C(C#N)c3nc4ccccc4n3C)cc2)n1 (stereo not given)
-1 | COc1ccc(S(=O)(=O)N2CCCC2)c(C)c1C

TbREL1 primary | Compound
2 | COc1ccc(C)cc1NC(=O)n1ncc2cc(Cl)ccc21
1 | Cc1ccc(Oc2ccccc2NC(=O)CN2C(=O)NC3(CCCC3)C2=O)cc1
4 | CC1CSc2nc3sc4c(c3c(=O)n21)CCCC4 (stereo not given)
2 | CCCCN(C)CCNS(=O)(=O)c1ccc2c(c1)n(C)c(=O)c(=O)n2C
-1 | O=C(NCC1CCCO1)c1ccc2c(c1)N(Cc1ccccc1)C(=O)CS2=O (stereo not given)
0 | CC(C)C(=O)c1cc2c(cc1NC(=O)c1cccs1)OCCO2
-4 | N#CCCN(NC(=O)OCc1ccccc1)C(=O)OCc1ccccc1
3 | C[C@H]1[C@H](NC(=O)/C(=N\OC(C)(C)C(=O)O)c2csc(N)n2)C(=O)N1S(=O)(=O)O
-2 | COC(=O)[C@]12C[C@H](CC(=O)NCc3cccc(C(F)(F)F)c3)C(=O)N(Cc3ccco3)C1=C[C@H](C(C)C)O[C@@H]2C1CC1
-1 | CC(=O)c1ccc(CCCC(=O)O)cc1
2 | O=S1(=O)c2cccc3cccc(c23)N1CCBr
1 | CC(C)CN1C(=O)c2ccc(NC(=O)c3cccs3)cc2C1=O
-5 | Cn1cc(C(=O)N2CCN(c3ccccn3)CC2)c(=O)c2cc(S(=O)(=O)N3CCOCC3)ccc21
1 | CCn1c(SCC(=O)Nc2nccs2)nnc1-c1cc2cccc(OC)c2o1
2 | O=C(Nc1nnc(COc2ccc(F)cc2)s1)Nc1ccccc1F

TbREL1 primary | Compound
-3 | CC(=O)N1c2ccc(S(=O)(=O)N3CCCC(C(=O)N4CCCCC4)C3)cc2CC1C (stereo not given)
-1 | CN(C)CCN(C(=O)c1ccc(N2C(=O)CCC2=O)cc1)c1nc2cc3c(cc2s1)OCO3
0 | Cc1ccc(N2CN(Cc3cccnc3)CNC2=S)cc1
0 | CC(=O)Nc1ccc(-c2ccnc3c2CC(C(=O)NCc2ccccc2)O3)cc1 (stereo not given)
0 | O=S1(=O)CCN(Cc2ccccc2Cl)CC1
1 | Cc1ccc(C)c(OCc2nnc(NC(=O)c3ccc4c(c3)OCO4)s2)c1
0 | COc1ccc2ccccc2c1CN1CCN(C(=O)c2ccco2)CC1
-2 | Cc1ccc(C)c(NC(=O)CN(C)C(=O)c2oc3c(Cl)cccc3c2C)c1
-1 | CC(=O)Oc1ccccc1Cn1c(C)c(C(=O)NCc2cccc([N+](=O)[O-])c2)sc1=O
7 | CC1(C)Cc2c(ccc3ccccc23)C(=O)N1
0 | CC(Sc1nc(-c2ccccc2)cc(C(F)(F)F)n1)C(=O)O (stereo not given)
1 | Cc1ccc(C(=O)CN(C(=O)c2ccc(Cl)c(Cl)c2)N2C(=O)C3CCCCC3C2=O)cc1 (stereo not given)
2 | Nc1nonc1-n1nnc(C(=O)N/N=C/c2ccc(OCc3ccccc3)cc2)c1COc1ccc(F)cc1
0 | CCc1nnc(NC(=O)c2ccc(COc3ccccc3)o2)s1
-6 | COc1cccc(/C=N/NC(=S)NC2CC3CCC2C3)c1OC (stereo not given)

Some of these compounds in order of SMILES length, descending:
TbREL1 primary | Compound
-2 | Cc1ccc(C)c(NC(=O)CN(C)C(=O)c2oc3c(Cl)cccc3c2C)c1
0 | Cc1ccc(N2CN(Cc3cccnc3)CNC2=S)cc1
0 | O=S1(=O)CCN(Cc2ccccc2Cl)CC1

Continued.
TbREL1 primary | Compound
0 | CC(=O)c1sc(NC(=O)C2CCN(C(=O)c3ccc(F)cc3)CC2)nc1-c1ccccc1
1 | CCC(CC)C(=O)Nc1cccc(/C(C)=N\NC(=O)c2ccc(C)s2)c1
3 | O=C(NC1CC1)c1ccc(CSCc2cccc(F)c2)o1
0 | N#CC1(NC(=O)COC(=O)c2ccc(Cl)nc2)CCCCC1
1 | Cc1ccc(-n2ccnc2SCC(=O)c2c(N)n(C3CC3)c(=O)[nH]c2=O)cc1C
2 | Cc1ccc2c(c1)C1(C(=O)N2C)N2CC3(C)CN1CC(C)(C2)C3=O (stereo not given)
4 | Cc1cc(C(=O)COC(=O)Cc2n[nH]c(=O)c3ccccc23)c(C)n1-c1cccc(C(F)(F)F)c1
1 | CCNS(=O)(=O)c1ccc(C(=O)Nc2ccccc2)cc1
2 | Cc1ccsc1C(=O)C1CCCN(Cc2cccn2-c2ccc(Cl)cn2)C1 (stereo not given)
-4 | COc1ccc2cc(CN(Cc3ccco3)C(c3nnnn3C3CCCCC3)C(C)C)c(=O)[nH]c2c1 (stereo not given)
0 | CC(NC(=O)c1cccs1)c1ccccc1 (stereo not given)
-4 | CC(C)CC1C(=O)N(Cc2cn(Cc3ccco3)nn2)CCS(=O)(=O)N1Cc1ccc(-c2ccncc2)cc1 (stereo not given)
-2 | Oc1ccc(Cl)cc1/C=N/c1nccs1
0 | O=C(O)CNC(=O)c1ccccc1NC(=O)c1ccco1
2 | Cc1cc(C(=O)O)c(=O)[nH]c1C

TbREL1 primary | Compound
6 | CCOc1ccc(NC(=O)c2ccc3snnc3c2)cc1
4 | COc1cc(OC)cc(C(=O)NCC(=O)OC2CCOC2=O)c1 (stereo not given)
5 | O=C(COC(=O)Cn1cnc2ccccc21)Nc1cc(S(=O)(=O)N2CCOCC2)ccc1Cl
-4 | CCOC(=O)C1=CC[C@H]2c3c(c4ccccc4n3C)C(=O)C1N2S(=O)(=O)c1ccc(C)cc1
1 | COC(C(=O)Nc1ccnn1C1CCN(Cc2ccc(C)s2)CC1)c1ccccc1 (stereo not given)
-2 | c1ccc(Cn2cc(CNc3ccccc3)nn2)cc1
-2 | O=C(Nc1ccc(Cl)c(S(=O)(=O)N2CCOCC2)c1)c1cc(=O)[nH]c2ccccc12
3 | COc1ccc(N(C(=O)c2cnccn2)C(C(=O)NCc2ccccc2)c2ccc(O)cc2)cc1 (stereo not given)
-3 | CCC1OC(C2CC2)CC2=C1C(=O)OC(C)(C)O2 (stereo not given)
2 | O=S(=O)(NCCc1ccccc1)c1cccc2cccnc12
5 | O=C(OCc1ccc(CSc2nnc(-c3cccc4ccccc34)o2)cc1)c1ccc(F)cc1
1 | Cc1ccc(CNc2ncnc3c2cnn3C2CCCCO2)cc1 (stereo not given)
-2 | Cn1c(=O)c2nc(-c3ccccc3)c(-c3ccccc3)nc2n(C)c1=O
-1 | COc1ccc(C(=O)COc2ccc(C)cc2NC(C)=O)cc1
2 | O=C1c2ccccc2S(=O)(=O)c2cc(N3CCN(c4ccccn4)CC3)ccc21

TbREL1 primary | Compound
0 | CC1CC(C)CN(S(=O)(=O)c2cc3c4c(c2)CCC(=O)N4CCC3)C1 (stereo not given)
-1 | Oc1cc(NCCN2CCOCC2)cc2cccnc12
-2 | CCOC(=O)c1[nH]c2ccc(OC)cc2c1NC(=O)/C=C/c1ccc2c(c1)OCO2
-4 | Cc1noc(C)c1COc1ccccc1C(=O)N1CCN(c2cccc(Cl)c2)CC1
-6 | CSCC[C@H](NC(=O)NC1CCCC1)C(=O)O
-1 | CC(=O)N1CCC(C(=O)N2CCN(S(=O)(=O)c3cccs3)CC2)CC1
-5 | O=C(c1cccnc1)N1CCCC(Nc2ccc(F)cc2)C1 (stereo not given)
1 | Cc1cc(C)c(NC(=O)CN(C)CC(=O)Nc2cccc(S(=O)(=O)N(C)c3ccccc3)c2)c(C)c1
1 | CC(=O)c1c(C)nc(-c2ccc(Cl)cc2)nc1NC(=O)C(C)C
2 | Cc1c(C(=O)Oc2ccc(-c3cnc4ccccc4n3)cc2)cccc1[N+](=O)[O-]
3 | O=C(Nc1ccccc1N1CCCCC1)c1cccc(OC(F)F)c1
1 | Cc1ccccc1C(=O)Nc1ccc2nc3n(c(=O)c2c1)CCC3
-1 | O=C(NC1CCCCC1)C(c1ccccc1)N1CCC2(CC1)OCCO2 (stereo not given)
1 | O=C(Nc1nccs1)c1ccc(Cl)c(S(=O)(=O)N2CCCCC2)c1
4 | O=S(=O)(NCc1nnc2ccccn12)c1ccc(Cl)cc1
-2 | COc1ccc(CN2[C@@H](CC(=O)O)c3ccccc3S2(=O)=O)cc1
0 | CCOC(=O)C1=C(C)NC2=C(C(=O)OC2)C1c1ccccc1 (stereo not given)
2 | CCC(CC)C(C(=O)NCc1ccccc1)N1CCN(CCN2CCOCC2)CC1 (stereo not given)

High-throughput results (PubChem)
